# Screening data deposited in PubChem BioAssay by NCI.
# All columns: NCI-60 one-dose screen, growth in % after 48 h at 10 µM unless noted; 100 = growth as untreated, 0 = no growth, -100 = all killed.
# COLO 205: COLO 205 colon cancer; 79,000 compounds, 7.3% hits
# HCT-116: HCT-116 colon cancer; 82,000 compounds, 7.3% hits; AID 1794798
# KM12: KM12 colon cancer cells | 82,000 compounds, 5% hits
# SW-620: SW-620 colon cancer | 82,000 compounds, 5.2% hits | AID 1794795
# HT29: HT29 colon cancer | 81,000 compounds, 7.4% hits
# HCT-15: HCT-15 colon cancer; 82,000 compounds, 5.2% hits; AID 1794746
# NCI-H322M: NCI-H322M lung cancer. 80,000 compounds, 2.7% hits. AID 1794733
# NCI-H226: NCI-H226 lung cancer; 79,000 compounds, 3.5% hits; AID 1794732
# NCI-H460: NCI-H460 lung cancer; 82,000 compounds, 6.8% hits; AID 1794736
# An asterisk follows results filed as active; x = no result given; & = joins results of further samples; [ ] = dose if it differs, or a comment. Rule for the calls: active = growth percent below 10; inactive = the rest.
SMILES,COLO 205,HCT-116,KM12,SW-620,HT29,HCT-15,NCI-H322M,NCI-H226,NCI-H460
COc1cc(/C=C2\Oc3cc(OCC(=O)c4ccc([N+](=O)[O-])cc4)ccc3C2=O)cc(OC)c1OC,132,95,97,102,126,109,x,105,116
O=C(O)C1=Nc2ccccc2/C1=C\c1sc(=O)[nH]c1S,x,97,103,98,99,104,107,97,107
O=C1/C(=C/C(Cl)=C/c2ccccc2)SC(=S)N1CCS(=O)(=O)O,125,108,104,105,116,105,101,111,110
CCNC1=C(Cl)C(=O)c2ccccc2C1=O,117,98,93,117,108,103,106,108,95
CCNNC(=O)[C@@H]1[C@H](c2cc(OC)c(OC)c(OC)c2)c2cc3c(cc2[C@H](O)[C@H]1CO)OCO3,-64*,0.9*,-5.8*,20,-10*,5.4*,44,-22*,1.6*
O=C(O)C1C(c2ccccc2)c2ccccc2C(O)C1CO (stereo not drawn),100,101,117,106,106,98,112,105,111
NCC(Cc1ccccc1)c1ccccc1 (stereo not drawn),99,97,103,98,100,103,110,99,103
O=C1NC(C2CC3C=CC2C3)Nc2ccccc21 (stereo not drawn),113,111,95,101,104,97,102,102,102
CCOC(=O)C1C(C)=CC(=O)CC1C (stereo not drawn),117,97,107,102,103,107,101,95,104
CN(C)c1ccnc(CNCCSC2(c3ccccc3)c3ccccc3C=Cc3ccccc32)c1,-85*,-39*,-61*,-76*,-46*,-37*,29,17,-87*
CNC(=O)c1cc(Oc2ccc(NC(=O)Nc3ccc(Cl)c(OC(F)(F)F)c3)c(F)c2)ccn1,6.8*,14,13,43,14,29,72,31,37
COc1ccc2c(c1)c(-c1nonc1-c1c[nH]c3ccc(Br)cc13)cn2C,24,32,15,34,12,22,56,85,24
COCC(C)OC(=O)c1ccccc1 (stereo not drawn),99,121,103,105,105,106,107,106,106
Cc1cc2nc3[nH]c4ccccc4c3nc2cc1C,88,46,78,73,95,80,99,96,94
C/C=C/CN(C)c1ccccc1,112,90,108,95,107,97,94,93,96
Nc1ccccc1-c1nc2ccccc2[nH]c1=O,112,99,97,94,101,107,100,88,101
CC(=O)Nc1ccc2c(c1)Cc1c-2cc(Cl)c(NC(C)=O)c1Cl,126,105,95,104,111,94,102,95,99
C[C@H](COc1ccccc1)N(CCCl)Cc1ccccc1,95&102,72&88,103&101,103&112,74&84,85&98,98&97,84&101,95&107
COc1cc(-c2ccc(NC(=O)NCN3CCOCC3)c(OC)c2)ccc1NC(=O)NCN1CCOCC1,109,93,104,99,100,107,107,101,106
COc1cc(OCc2ccccc2)c(CC(=O)O)c([N+](=O)[O-])c1,107,108,105,105,112,110,102,99,110
O=C(O)CSCc1nc2ccccc2[nH]1,x,107,111,103,103,112,117,106,105
CCCCN(C1CCN(Cc2ccc(F)cc2)CC1)S(=O)(=O)N[C@@H](C(=O)OC)C(C)C,118,86,108,108,101,100,105,87,108
CCOC(=O)C/C(=N\Nc1cc(=O)[nH]c2cc(C)ccc12)C(=O)OCC,107,98,102,95,103,106,96,101,98
CCCN1CCN(c2ccc3nc(-c4ccc5nc(-c6ccc(C(F)(F)F)cc6)[nH]c5c4)[nH]c3c2)CC1,x,-83*,-86*,-83*,-44*,-55*,-96*,x,-89*
O=C(OC(OC(=O)c1cc(Cl)cc(Cl)c1)c1cccc2ccccc12)c1ccccc1 (stereo not drawn),112,93,102,97,87,106,101,99,107
CCCOC(=S)Nc1ccc(S(=O)(=O)Nc2ccc(Cl)nn2)cc1,117,104,101,100,119,113,107,94,106
COc1ccc(-c2nc(SCC(C)C)nc(NNC(N)=S)c2C#N)cc1,111,91,91,90,104,95,86,81,98
COc1ccc(-n2nc(C(=O)NN)cc2-c2ccc(Cl)cc2)cc1,104,88,99,92,107,87,90,78,99
O=C(NCc1cccnc1)c1ccc([N+](=O)[O-])o1,-77*,-4.1*,0.0*,-65*,-68*,-68*,-6.1*,x,-64*
CCCCCCCCN(Cc1ccccc1)CC(O)c1ccncc1 (stereo not drawn),100,91,98,99,82,92,94,100,112

# The last seven records of the part before open the next one:
SMILES,COLO 205,HCT-116,KM12,SW-620,HT29,HCT-15,NCI-H322M,NCI-H226,NCI-H460
CCCN1CCN(c2ccc3nc(-c4ccc5nc(-c6ccc(C(F)(F)F)cc6)[nH]c5c4)[nH]c3c2)CC1,x,-83*,-86*,-83*,-44*,-55*,-96*,x,-89*
O=C(OC(OC(=O)c1cc(Cl)cc(Cl)c1)c1cccc2ccccc12)c1ccccc1 (stereo not drawn),112,93,102,97,87,106,101,99,107
CCCOC(=S)Nc1ccc(S(=O)(=O)Nc2ccc(Cl)nn2)cc1,117,104,101,100,119,113,107,94,106
COc1ccc(-c2nc(SCC(C)C)nc(NNC(N)=S)c2C#N)cc1,111,91,91,90,104,95,86,81,98
COc1ccc(-n2nc(C(=O)NN)cc2-c2ccc(Cl)cc2)cc1,104,88,99,92,107,87,90,78,99
O=C(NCc1cccnc1)c1ccc([N+](=O)[O-])o1,-77*,-4.1*,0.0*,-65*,-68*,-68*,-6.1*,x,-64*
CCCCCCCCN(Cc1ccccc1)CC(O)c1ccncc1 (stereo not drawn),100,91,98,99,82,92,94,100,112
Cc1c(-c2ccc3c(c2)OCO3)no[n+]1[O-],122,109,100,102,106,100,110,96,108
C#CCOc1ccc(C2=NN(CC(C)C)C3N=C(Cl)c4ncn(CC(C)C)c4N23)cc1OCC#C (stereo not drawn),95,79,87,82,94,84,90,91,87
Cc1ccc(-c2cc(NC(=S)NC(=O)c3cccs3)n[nH]2)cc1,120,101,115,104,109,108,114,106,107
C#C[C@]1(O)CC[C@H]2[C@@H]3CC=C4c5sc(-c6cccc(C)c6)nc5CC[C@]4(C)[C@H]3CC[C@@]21C,107,68,54,85,39,57,66,91,77
Clc1ccc(CN2CCO[C@H](CSc3ccccc3)C2)cc1,115,92,111,108,104,105,112,93,111
O=C(NO)/C(CC(=O)c1ccc(O)cc1)=N\O,123,121,117,109,120,106,109,100,119
S=P(N1CC1)(N1CC1)N1CC1,121&106,74&96,104&111,94&110,83&100,85&106,98&102,80&102,40&116
CN(C)c1ccc2[nH]c3c(C(N)=O)cc(=O)c(=O)c=3oc2c1,101,-10*,96,34,127,25,109,88,38
c1ccc(Nc2nnc(-c3ccccc3)c3c(-c4ccccc4)onc23)cc1,77,74,50,46,45,47,96,97,81
COc1ccc2c(c1)C(=O)/C(=C/c1cccc(OCC(=O)c3ccccc3)c1)CC2,136,72,92,66,81,90,108,76,113
CCN(CC)CCNC1CC(C)CC(C)(C)C1 (stereo not drawn),101,104,103,101,106,99,95,96,106
CNCC[C@@H](Oc1ccccc1)c1ccccc1,109,104,111,111,102,108,107,109,117
N#CSCC1CC(O)(c2ccccc2)C(c2ccccc2)C(c2ccc(Cl)cc2)O1 (stereo not drawn),-98*,-93*,-96*,-76*,1.2*,-65*,52,20,-69*
CCN(CC)Cc1cc(C=C2C(=O)N(C)C(=O)N(C)C2=O)cc(OC)c1O,111,101,106,99,107,99,98,x,113
CC(=O)CC(C)(C)S(=O)(=O)O,108,95,110,112,98,120,x,96,111
CCN(CC)c1ccc(C=Nc2ccc3c(O)cc(S(=O)(=O)O)cc3c2)cc1,111,97,102,101,90,103,x,94,100
COc1ccc(/C(N)=N/C(N)=N/c2nc(-c3ccccc3)cs2)cc1,101,81,78,89,95,64,93,77,94
COC(=O)Cn1c(-c2ccc(C)o2)nc2cc3nc4ccccc4nc3cc21,108,86,103,113,103,102,98,111,110
COc1ccc(-n2nc(C(=O)NCCC(=O)NO)nc2-c2ccccc2)cc1,x,101,99,100,96,101,86,97,100
Fc1ccc(CNc2c3ccccc3nc3ccccc23)cc1F,16,8.2*,53,24,13,18,39,48,15
O=C1c2ccccc2C(=O)N1CCBr,107,83,138,110,107,106,97,102,104
O=C1OC(=O)C2C3C=CC(C4C=CC43)C12 (stereo not drawn),128,104,102,98,104,107,102,102,110
CC(CN(C)C)OC(=O)Nc1ccccc1 (stereo not drawn),109,95,103,108,95,104,103,101,112
CCOCc1cc(C(C)(C)C)ccc1O,114,91,106,93,95,104,106,97,103
COc1cc(NN=C(c2ccc(O)cc2)c2ccc(O)cc2)c([N+](=O)[O-])cc1[N+](=O)[O-],13,1.3*,73,99,98,35,94,110,1.7*
O=C1c2c(O)cc(O)cc2O[C@@H](c2ccc(O)cc2)[C@@H]1c1c(O)cc(O)c2c(=O)cc(-c3ccc(O)c(O)c3)oc12,114,100,97,107,101,101,97,77,112
Cc1ccc2oc(=O)cc(C3NNC(=S)N3)c2c1 (stereo not drawn),113,99,109,104,105,98,100,98,104
N#Cc1c(N)cc(N)n(-c2nc3ccccc3nc2Cl)c1=O,121,102,106,104,116,105,113,100,112
O=S(=O)(O)c1cc(O)c2cc(Nc3ccccc3)ccc2c1,x,100,105,110,104,105,116,98,116
Nc1c(N=Nc2ccc([N+](=O)[O-])cc2)cc(S(=O)(=O)O)c2ccccc12,97,99,94,94,103,94,89,109,x
COc1ccccc1CN(Cc1ccccc1)c1c(NC2CCCCC2)oc(=O)c2ccccc12,108,78,95,93,83,94,133,92,95
COc1ccc(C(=O)/C=C/c2c(Cl)nc3c(c(C)nn3-c3ccccc3)c2-c2ccccc2)cc1,x,99,101,106,102,96,100,97,112
COc1cccc(C2SCC(=O)N2n2cnnc2)c1 (stereo not drawn),109,103,100,108,104,104,103,101,109
CN1CCC(C(=O)C(=O)O)C1=O (stereo not drawn),105,107,105,98,109,112,x,95,103
COC(=O)/C=C/CCCC1CCCCC1,101,108,99,100,104,104,103,99,101
CCCC[C@@H](C=O)NC(=O)[C@H](CC(C)C)NC(=O)[C@H](CC(C)C)NC(=O)OCc1ccccc1,-3.0*,-59*,-51*,-35*,-19*,8.8*,15,-54*,0.5*
CCCCCCCCCCCCNc1ccc(Cl)cc1,99&109,73&105,99&109,99&95,74&90,90&108,92&100,88&91,92&104
COCCn1cc(-c2nc(-c3cc4cccnc4n3C)cs2)c2cc(OC)ccc21,50,46,6.1*,77,48,32,26,47,19
COc1cc2ncnc(Nc3ccc(O[C@H]4CO[C@H]5[C@@H]4OC[C@@H]5OC(=O)c4ccccc4)c(Cl)c3)c2cc1OC,113,95,103,100,72,102,93,91,103
CCC(=O)Nc1ccc(C)c(Cl)c1,111,100,101,110,94,102,112,89,107
O=C1c2cccc3c([N+](=O)[O-])ccc(c23)C(=O)N1CCCCl,-80*[100 µM],-91*[100 µM],-81*[100 µM],-44*[100 µM],-63*[100 µM],-83*[100 µM],-96*[100 µM],-54*[100 µM],-35*[100 µM]
O=C(N/N=C\c1c(O)ccc2ccccc12)C1CC1,96,13,52,52,70,28,34,80,33
CCN(Cc1ccccc1)c1ccccc1,116,94,99,106,96,100,102,86,109
Cc1c(C(=O)O[C@H]2[C@@H]3[C@H](C)CC[C@H]3[C@]3(C)O[C@@]2(C2CCCCC2)C[C@H]3OC(=O)CO)ccc2ccccc12,x,3.4*,28,19,-4.2*,14,71,31,-36*
CN1CCC(=O)c2ccccc21,108,104,108,97,107,99,98,109,102
O=C1CC(c2ccccc2O)Oc2ccccc21 (stereo not drawn),116,96,86,99,115,67,95,x,100
CCOC(=O)C(Cc1c[nH]c2ccccc12)C(=O)OCC,108,100,99,98,106,99,103,96,105
Cc1cc(C)c2c(N)nn(C(=O)c3ccc(Cl)cc3)c2n1,100,93,105,103,101,97,x,99,102
O=C(C(=O)N1CCCC1)c1ccc(OC2OC(CO)C(O)C(O)C2O)cc1 (stereo not drawn),138,109,109,x,109,113,100,100,116
O=C(/C=C/Nc1ccc(S(=O)(=O)Nc2ncccn2)cc1)c1ccc(N=Cc2c(O)[nH]c3ccccc23)cc1,117,111,37,112,106,104,114,107,105

# Record cards (already shown). Order of screens: COLO 205	HCT-116	KM12	SW-620	HT29	HCT-15	NCI-H322M	NCI-H226	NCI-H460
# Results for O=C1CC(c2ccccc2O)Oc2ccccc21 (stereo not drawn) = 116	96	86	99	115	67	95	x	100
# Results for CCOC(=O)C(Cc1c[nH]c2ccccc12)C(=O)OCC = 108	100	99	98	106	99	103	96	105
# Results for O=C(C(=O)N1CCCC1)c1ccc(OC2OC(CO)C(O)C(O)C2O)cc1 (stereo not drawn) = 138	109	109	x	109	113	100	100	116

# Further results:
SMILES,COLO 205,HCT-116,KM12,SW-620,HT29,HCT-15,NCI-H322M,NCI-H226,NCI-H460
C/C(=N/NC(N)=S)c1ccc(C)cc1,99,8.6*,104,75,56,80,106,84,100
CC(C)=CC(N)=O,115,108,101,101,107,99,102,99,104
COc1ccc(N=N/N=c2\sc3cc(OC)ccc3n2C)cc1,92,96,95,102,79,99,84,82,95
CC1=C(C#N)C2=NN=C(N)NN2C(c2ccccc2)=C1,123,96,102,109,97,102,92,94,106
CC(C)C(=O)OCCN(C)CCc1ccccc1,113,101,104,115,95,101,115,113,x
Cc1ccc(C)[nH]1,101,107,107,107,104,101,101,99,103
COc1ccc(-c2cc(-c3ccc(N)cc3)[nH]c(=O)c2C#N)cc1O,110,106,101,104,109,101,103,92,102
COc1ccc(/C=C(\C)C=O)cc1,116,109,x,107,103,104,101,97,110
COC(=O)c1ccc2c(c1)[n+](=O)c(C(N)=O)c(C)n2[O-],104,91,x,103,99,101,94,106,111
CC(=O)Oc1cc2ccccc2cc1C(C)C,112,97,118,100,114,99,115,101,99
O=c1[nH]c2ccc(Cl)cc2cc1CSc1cccc(Nc2nccc(-c3ccc4ccccc4c3)n2)c1,115,88,96,107,88,96,100,91,100
